GLP1R cytotox: cytotoxic in the GLP-1 receptor inverse agonist counter-screen; Potency, µM (series often up to 38.3 µM), for inactives: at the highest dose activity change, negative = inhibition, actives largely listed as inhibitors; 0.13% of 410,000 active; AID 624418; HEK293 cAMP-luciferase reporter cells, luminescence, 24 h;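 note: loss of luciferase light is scored as toxicity; potency is the fitted concentration of half-maximal effect; % is set by controls: 0 for no effect and ±100 for the full control effect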
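Step one: seed cells (200 cells/uL, DMEM with 10% Nu serum, 1% pen-strep). Step two: 12-hour incubation at 37 deg C. Step three: pin 23 nL compound, incubate 24 hr. Step four: add luciferase reagent, read luminescence 12 min later.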
GLP-1R inv ag: GLP-1 receptor (human) inverse agonism; P43220; 1.6% of 410,000 active; Potency, µM (titrated, usually from 38.3 µM), inactives show at the top dose activity change, negative = inhibition, hits mostly inhibitors; AID 624417; HEK293 GLP-1R CRE-luciferase, luminescence, 24 h; GLP-1R form is constitutively active; note: potency is the fitted concentration of half-maximal effect; % is set by controls: 0 for no effect and ±100 for the full control effect; nearly all actives have a fitted effect of over 55% in size
Target sequence (P43220 whole entry, looked up): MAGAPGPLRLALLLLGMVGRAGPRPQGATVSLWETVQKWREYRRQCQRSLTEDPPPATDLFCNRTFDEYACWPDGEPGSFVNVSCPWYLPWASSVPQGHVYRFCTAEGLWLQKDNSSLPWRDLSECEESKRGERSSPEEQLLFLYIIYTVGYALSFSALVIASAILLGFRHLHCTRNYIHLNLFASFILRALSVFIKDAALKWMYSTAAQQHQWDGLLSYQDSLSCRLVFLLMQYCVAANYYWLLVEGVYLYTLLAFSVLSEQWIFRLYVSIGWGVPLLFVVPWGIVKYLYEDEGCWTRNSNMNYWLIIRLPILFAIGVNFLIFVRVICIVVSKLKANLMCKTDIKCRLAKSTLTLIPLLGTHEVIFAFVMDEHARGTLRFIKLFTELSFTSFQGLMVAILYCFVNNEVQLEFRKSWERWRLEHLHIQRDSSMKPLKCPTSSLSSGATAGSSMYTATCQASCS
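Assay principle: reduced luminescence from a cAMP-responsive reporter in HEK293 cells co-expressing a constitutively active GLP-1R. Conditions: 24 hr compound incubation, 37 deg C, 5% CO2.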
GLP-1R agonist: activates the human GLP-1 receptor | HEK293 GLP-1R CRE-luciferase, luminescence, 4-6 h; cells express a hypersensitive GLP-1R form | P43220 | AID 624172 | Potency, µM (top dose mostly 45.6 µM), without a hit: at the top dose activation, hits mostly activators | 0.007% of 380,000 active; note: potency is the fitted concentration of half-maximal effect; % of control where 0% means no effect
aSyn rescue: alpha-synuclein toxicity inhibition in yeast. Potency, µM (series often up to 46.1 µM), inactives show top-dose growth rescue (activation), hits mostly activators. Yeast expressing alpha-synuclein, growth rescue, BacTiter-Glo, 24 h. AID 652106. 0.14% of 370,000 active; note: potency is the fitted concentration of half-maximal effect; % of control where 0% means no effect; nearly all actives have a fitted effect of over 65% in size
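Rescue of yeast growth: cells expressing toxic alpha-synuclein, induced in galactose at OD600 0.02, incubated with compound 24 h at 30 C. ATP luminescence quantified growth; inhibitors of toxicity appear as activators.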
KB-V1 MDR tox: KB-V1 MDR subline cytotoxicity; KB-V1 MDR cells viability, CellTiter-Glo, 72 h; Potency, µM (highest dose often 46.1 µM), inactives show at the top dose activity change, negative = cytotoxicity, usual class: cytotoxic; 3.4% of 400,000 active; note: potency is the fitted concentration of half-maximal effect; % is set by controls: 0 for no effect and ±100 for the full control effect; nearly all actives have a fitted effect of over 60% in size
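Potencies derive from concentration-effect curves fitted to normalized luminescence (CellTiter-Glo) of KB-V1 cells treated for 72 h at 37 degrees C in phenol-red-free DMEM containing 10% FBS.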
PTHR1 ag: agonists of human PTHR1 parathyroid hormone receptor; Q03431; 0.075% of 410,000 active; Potency, µM (top dose mostly 115 µM), for inactives: at the top dose activation, hits mostly activators; HEK293 GP2 PTHR1 cells, GloSensor cAMP luminescence, 1 h; note: potency is the fitted concentration of half-maximal effect; nearly all actives have a fitted effect of over 55% in size; some results filed as inactive show a strong effect at the top dose; inactives centre near -15; many of its hits are not listed in these tables
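HEK-293-derived GP2 cells expressing PTHR1 and a GloSensor cAMP reporter, 3,000/well, plated overnight, given luciferin plus IBMX (each 0.5 mM as added) for 1 h at 37 °C, then compound for 1 h at 37 °C. Luminescence was read after 15 min at room temperature.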
DRD3 antagonist: blocks the human D3 dopamine receptor | P35462 | D3R cells, DiscoveRx beta-arrestin luminescence, antagonist mode; stronger effect = lower value | max response, negative = inhibition, % | 2.5% of 360,000 active; in the data active = max response below about -50%; inconclusive = no clear call, values can overlap the other calls; note: % is set by controls: 0 for no effect and ±100 for the full control effect; mostly tested at two doses, the higher about 12 µM
Target sequence (P35462 whole entry, looked up): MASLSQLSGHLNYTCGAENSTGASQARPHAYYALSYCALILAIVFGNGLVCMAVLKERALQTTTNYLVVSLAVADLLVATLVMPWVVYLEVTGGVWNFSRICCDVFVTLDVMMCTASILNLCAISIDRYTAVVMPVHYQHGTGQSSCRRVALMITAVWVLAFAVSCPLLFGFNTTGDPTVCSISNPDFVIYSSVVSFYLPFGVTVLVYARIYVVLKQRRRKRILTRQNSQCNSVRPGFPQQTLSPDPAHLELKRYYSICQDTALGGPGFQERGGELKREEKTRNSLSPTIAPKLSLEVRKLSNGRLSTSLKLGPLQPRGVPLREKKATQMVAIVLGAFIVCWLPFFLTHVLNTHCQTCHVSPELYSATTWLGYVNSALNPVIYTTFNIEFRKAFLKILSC
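Cells plated overnight at 1500 cells/well, then exposed to library compounds with dopamine controls for 90 minutes at 37 degrees C. DiscoveRx reagent added for 30–60 minutes at room temperature; luminescence read, quantitative HTS format.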
TDP-43 yeast inh: inhibitors of TDP-43 toxicity in yeast. TDP-43 expressing yeast growth rescue, BacTiter-Glo, 24 h. Potency, µM (titrated, usually from 46.1 µM), for inactives: top-dose growth rescue (activation), hits mostly activators. 1.8% of 410,000 active; note: potency is the fitted concentration of half-maximal effect; % of control where 0% means no effect; nearly all actives have a fitted effect of over 50% in size
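Readout is BacTiter-Glo luminescence of cell growth, so inhibitors register as activators. TDP-43-expressing yeast at OD600=0.02 in galactose medium, after raffinose pregrowth to mid-log, were incubated with compound for 24 hr at 30 deg C.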
D3 ag: D3 dopamine receptor (human) agonism. P35462. D3R DiscoveRx beta-arrestin cells, luminescence, 90 min. max activation, %. 0.58% of 410,000 active. AID 652048; in the data active = max activation above about 30%; note: 0% is about no effect; mostly tested at two doses, the higher about 12 µM
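Cells at 1500/well, incubated overnight, then treated with pinned compounds (dopamine as control) for 90 min at 37 degrees C. DiscoveRx reagent added for 30 - 60 minutes at room temperature; luminescence read.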
* hit, by the source's call; i = inactive; ? = inconclusive; . = not tested or not shown; & = joins results of further samples; [ ] = another dose, or the depositor's remark. Unless noted, calls come from the whole dose curve; as a rule, active = well fitted curve in the direction sought with a large enough effect; inconclusive = small, poorly fitted or top-dose-only effect, or another doubt; inactive = no such curve, though single readings can be large; an effect the other way counts as inactive or inconclusive.

SMILES | GLP1R cytotox | GLP-1R inv ag | GLP-1R agonist | aSyn rescue | KB-V1 MDR tox | PTHR1 ag | DRD3 antagonist | TDP-43 yeast inh | D3 ag
Cc1ccc(NC(=O)c2cc3ccccc3oc2=O)cc1S(=O)(=O)N(C)C | -2.8%[7.66 µM] | -76.7%[7.66 µM] | -0.6% | -0.8% | -18.6% | -31.6%[inhibitor] | 8.4 | -3.6%[9.22 µM] | 0.6
COCc1nnc(NC(=O)C2CC(=O)N(CCc3ccc(F)cc3)C2)s1 (stereo unspecified) | 11.7% | -15.9% | 2.1% | 2.6% | 10.7% | i | -0.1 | -4.2% | 4.0
CCCCc1cc(=O)oc2cc(OCc3nn[nH]n3)ccc12 | 7.2% | 7.3% | -2.2% | -0.3% | 0.3% | i | 15.6 | -6.4% | 2.1
O=C(Nc1nnc(SCc2ccccc2)s1)C1=COCCO1 | 6.4% | -4.6% | -8.5% | -1.4% | -26.0% | -24.0% | -5.1 | ? | 6.9
CSc1n[nH]c(NC(C)=O)n1 | 14.3% | 11.7% | -14.6% | 1.2% | -8.5% | 16.7%[57.5 µM] | -14.7 | -12.3% | -3.6
COc1ccc(C(=O)NC(=S)NCCO)cc1Br | 5.7% | 23.8% | -3.7% | 0.0% | 2.5% | i | -15.0 | -11.5% | 2.4
Cc1c(Cl)c([N+](=O)[O-])nn1CCCC(=O)NC1CCCCC1 | 7.0% | -2.2% | -0.5% | 2.9% | ? | -3.6% | 4.6 | 13.6% | -10.4
Cc1cccc(C(=O)Nc2cccc(C(=O)N/N=C/c3ccccn3)c2)c1 | 7.5% | -5.4% | -8.6% | -8.7% | 0.0% | -19.2% | 2.5 | -2.3% | -3.0
CC(C(=O)N1CCc2ccccc2C1)N1C(=O)c2ccccc2C1=O (stereo unspecified) | 2.0% | -2.5% | -4.7% | -3.0% | 18.0% | -14.6% | -26.2 | 1.1% | -0.7
COc1cc(NC(=O)Nc2ccccc2)c(OC)cc1NC(=O)CN1CCCCC1 | ? | ? | -0.6% | -0.7% | ? | i | 22.6 | 5.3% | 0.6
CCOc1ccc(/C=C/C(=O)N(CC)CC(=O)Nc2ccc3c(c2)OCCO3)cc1OCC | -0.2% | 4.7% | 13.8% | 1.8% | -7.3% | -28.6% | -56.6* | -12.6% | -18.1
CCn1c(C)cs/c1=N\C(=S)Nc1ccccc1C | 5.2% | 16.8% | -1.9% | -8.9% | -30.2% | i | 0.0 | 15.2% | -3.9
COc1ccccc1Nc1cc(C)nc(Nc2ccccc2OC)n1 | ? | ? | 11.9% | -9.1% | -18.0% | -16.3% | 9.5 | 15.6% | 7.6
O=C(CN1CCSC1=O)Nc1ccc(N2CCOCC2)cc1 | -18.1% | -19.8% | 6.3% | 1.6% | 5.5% | i | -7.2 | -6.5% | 3.9
CCOC(=O)C(C)N1C(=O)S/C(=C/c2cc(C)n(-c3ccccn3)c2C)C1=O (stereo unspecified) | -34.4% | 10µM* | 0.0% | -4.4% | ? | -53.9%[inhibitor] | 46.2 | -3.8% | -4.0
Cc1c(NC(C)c2ccccc2O)c(=O)n(-c2ccccc2)n1C (stereo unspecified) | 1.6% | -2.0% | -13.9% | -3.1% | 25.7% | i | -6.4 | -16.0% | 12.9
Cc1c(C(=O)NCc2ccc3c(c2)OCCO3)sc(=O)n1Cc1ccccc1F | 1.5% | -6.4% | 4.2% | 0.2% | ? | -26.8% | 8.4 | 3.5% | 0.2
Cc1ccc(S(=O)(=O)N(Cc2cccc(F)c2)C(=O)N2CCN(C)CC2)cc1 | 10.6% | 6.3% | -3.4% | 3.5% | 5.4% | -5.3% | 2.1 | 10.2% | 1.8
CCC(C)NS(=O)(=O)c1ccc(NS(C)(=O)=O)cc1 (stereo unspecified) | 24.8% | 3.4% | 0.0% | -2.4% | 9.0% | i | -3.4 | -1.5% | 1.0
O=C(CN1C(=O)c2cccc3cccc1c23)Nc1ccccc1 | 3.5% | -9.1% | 1.8% | -6.9% | -9.9% | i | 5.4 | 2.4% | 3.2
Nc1c(N(CCC2=CCCCC2)C(=O)CCCOc2ccccc2)c(=O)[nH]c(=O)n1Cc1ccccc1 | -2.4% | 0.2% | -6.2% | 1.5% | 12.9% | -0.1% | -1.2 | 1.7% | -19.3
CCS(=O)CCSC(=N)N (stereo unspecified) | 9.0% | 1.3% | -2.3% | 7.1% | 1.6% | 0.9%[57.5 µM] | 19.4 | -10.7% | -4.4
CC(C)(C)C(=O)Nc1nnc2n1CCS2 | -5.5% | 5.1% | -1.7% | -4.0% | 19.4% | i | . | 22.2% | 3.7
COc1ccc(C(=O)CC(=O)c2ccc(F)cc2)cc1 | 4.1% | ? | 8.3% | -8.6% | -21.0% | -35.0%[inhibitor] | -4.1 | 19.0% | -14.7
C=CCN1C(=O)CC(C(=O)NC)SC1=Nc1ccc(C(=O)OCC)cc1 (stereo unspecified) | -14.2% | -1.1% | -2.5% | 3.5% | 1.2% | i | 17.4 | 6.7% | 0.1
COc1ccc(-n2cnnc2SCC(=O)N2CCN(c3ccccc3)CC2)cc1 | 2.8% | 11.2% | -8.0% | 5.5% | -11.3% | -17.0%[57.5 µM] | -25.0 | 0.6% | -3.7
Cc1ccc(S(=O)(=O)c2nc(-c3ccccc3F)oc2N2CC(C)OC(C)C2)cc1 (stereo unspecified) | 1.2% | 7.6% | 6.2% | 14.1% | ? | -19.0% | 2.4 | 0.2% | 1.3
CSc1ccccc1NC(=O)CN(C)C(=O)COc1cccc2cccnc12 | ? | ? | -5.9% | -1.6% | 4.2% | i | ? | -21.3% | -20.0
CCC(C)NC(=O)c1ccc(CNS(=O)(=O)c2ccc3c(c2)C(C)(C)C(=O)N3C)cc1 (stereo unspecified) | 4.6%&2.9% | 14.9%&6.2% | 1.4% | -5.3% | 4.1% | -5.2% | -4.5 | 17.4%&15.3% | -3.8&-8.1
CC(C)(C)C1(C)OC(C(=O)NC2CCCCC2)C(C(=O)NC2CCCCC2)O1 (stereo unspecified) | 1.8% | -4.9% | -10.4% | 0.4% | ? | i | -24.6 | -8.6% | 3.3
CC(C)c1nnc(NC(=O)c2cccc(-n3cnnn3)c2)s1 | 8.1% | 9.6% | -2.1% | -15.2% | 0.7% | i | 0.0 | -12.3% | -12.6
O=[N+]([O-])c1ccc(CSc2nnc(Cc3ccccc3)n2-c2ccc(F)cc2)cc1 | -26.0% | 10µM* | 22.8% | 22.3% | ? | i | -8.9 | ? | -3.5
CCC1CCCCN1CCCNC(=O)CSc1nc2nc(C)c(Cc3ccccc3)c(C)n2n1 (stereo unspecified) | -20.7% | ? | 5.6% | 3.0% | -2.5% | 1.2% | -0.9 | 22.4% | -6.2
Nc1ncnc2[nH]c(=S)[nH]c12 | -7.7% | -7.4% | 2.5% | -7.3% | 0.0% | -14.6% | ? | -21.7% | -13.1
COc1ccccc1N(C)S(=O)(=O)c1ccc(C(=O)N(C)Cc2cccc(F)c2)cc1 | -32.8% | ? | 6.1% | 1.2% | -12.4% | -5.4% | -22.0 | 16.6% | -2.7
CC(C)OCC1CC(CC(=O)Nc2ccc([N+](=O)[O-])cc2)C(=O)O1 (stereo unspecified) | 2.8% | -17.4% | 1.0% | -2.2% | -12.8% | i | -11.8 | 7.3% | 0.9
COc1ccc(-c2c(C(C)=O)c(C)n(C)c2C)cc1 | 7.4%[1.53 µM] | 3.2% | -0.9% | 3.3% | ? | -15.3% | 0.2 | 29.2% | 1.8
CC(C)c1ccc(NC(=O)C2Cc3c(-c4cccc(F)c4)ccnc3O2)cc1 (stereo unspecified) | -0.1% | ? | 2.1% | 13.8% | ? | -49.8%[inhibitor] | -21.6 | ? | 7.2
COc1ccc(-n2nnnc2SCC(=O)Nc2nnc(C)s2)cc1 | -15.2% | 12.1% | 5.7% | 3.6% | -2.0% | 8.6% | -2.8 | 2.5% | -0.9
COc1ccc(C(=O)NCCc2cc3ccc(C)c(C)c3[nH]c2=O)cc1OC | 4.6% | 16.9% | 3.4% | -3.7% | 1.6% | -32.2%[inhibitor] | 5.2 | 2.9% | 2.1
CCCc1nc2oc3c(NCc4ccccn4)ncnc3c2c2c1COC(C)(C)C2 | -1.1% | 85.3%[activator] | 19.1% | 1.7% | ? | i | 6.3 | 5.8% | 1.4
Cc1cccc(OCc2nnc(SCC(=O)NCCc3ccccc3)o2)c1 | -8.7% | 0.0% | -6.5% | 2.4% | 1.6% | i | -20.7 | -8.5% | -2.6
O=C(CCC(=O)Nc1cccc(Cl)c1)N/N=C/c1cc([N+](=O)[O-])ccc1O | 7.7%[7.66 µM] | -17.1%[7.66 µM] | -1.2% | 0.3% | -3.2% | i | -61.6* | 5.7%[9.22 µM] | -15.6
N#CCSc1nc2ccc(N3CCOCC3)cc2c(=O)n1CCc1ccccc1 | -7.9% | 2.5% | 0.2% | -0.8% | 3.26µM* | -12.4% | 0.9 | 21.6% | 3.3
Cc1ccc(-n2nnnc2SCC(=O)N2CCNC2=O)cc1C | -4.7% | 7.3% | 7.1% | -0.3% | -0.6% | i | -3.2 | 9.2% | 0.8

Complete entries, looked up by structure. Screens in order: GLP1R cytotox	GLP-1R inv ag	GLP-1R agonist	aSyn rescue	KB-V1 MDR tox	PTHR1 ag	DRD3 antagonist	TDP-43 yeast inh	D3 ag
Results for COc1ccc(C(=O)NCCc2cc3ccc(C)c(C)c3[nH]c2=O)cc1OC : 4.6%	16.9%	3.4%	-3.7%	1.6%	-32.2%[inhibitor]	5.2	2.9%	2.1
Results for COc1ccc(C(=O)NC(=S)NCCO)cc1Br : 5.7%	23.8%	-3.7%	0.0%	2.5%	i	-15.0	-11.5%	2.4

High-throughput results (PubChem BioAssay)

These rows are one share of the data (hit frequency here may not be typical).
